ERG-DNA inh = inhibitors of human ERG Ets domain-DNA interaction | P11308 | fluorescence polarization, His-ERG Ets domain / labelled DNA | Potency, µM (top dose mostly 76.9 µM), without a hit: top-dose FP activity, negative = inhibition, hits mostly inhibitors | 370,000 compounds, 0.028% hits | AID 624246; active = well fitted inhibition curve with a large enough effect in the polarisation, with a control signal flat; inconclusive = small, poorly fitted or top-dose-only effect, or effect the other way, or a change in a side signal; inactive = no such curve, though single readings can be large or run the other way; the % refers to the polarisation;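 also: polarization taken with two DNA probes labelled with fluorescein and Texas red; potency is read from the fitted curve at half-maximal effect; % of control where 0% means no effect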
Target sequence (P11308 whole entry, looked up, the tested form may be a part): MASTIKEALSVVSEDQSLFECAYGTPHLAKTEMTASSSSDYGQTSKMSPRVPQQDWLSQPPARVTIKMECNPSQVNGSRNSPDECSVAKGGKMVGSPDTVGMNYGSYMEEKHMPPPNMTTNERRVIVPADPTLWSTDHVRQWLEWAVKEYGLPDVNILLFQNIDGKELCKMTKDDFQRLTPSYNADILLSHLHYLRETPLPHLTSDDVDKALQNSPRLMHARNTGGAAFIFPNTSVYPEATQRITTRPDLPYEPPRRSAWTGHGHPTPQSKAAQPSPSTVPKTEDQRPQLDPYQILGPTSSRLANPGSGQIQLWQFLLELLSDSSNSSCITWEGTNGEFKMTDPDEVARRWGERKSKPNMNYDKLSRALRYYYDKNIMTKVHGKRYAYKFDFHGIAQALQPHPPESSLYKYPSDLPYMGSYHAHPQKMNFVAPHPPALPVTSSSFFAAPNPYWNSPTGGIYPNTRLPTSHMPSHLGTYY
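His-tagged ERG Ets domain (1 uM in the protein solution; 300mM KCl, 50mM Tris-HCl, 1mM EDTA, 1mM DTT, pH 7.5) received compound, then a probe mix of 5 nM fluorescein-DNA and 100nM Texas-615-DNA. Fluorescence polarization was read for both dyes.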
RGS4 inhibitor = blocks human RGS4-accelerated GTP hydrolysis | Transcreener GDP fluorescence polarization, RGS4-accelerated GTP hydrolysis | Potency, µM (top dose mostly 114 µM), without a hit: at the highest dose activity change, negative = inhibition, most hits filed as inhibitors | 390,000 compounds, 0.039% hits | AID 504845; also: potency is read from the fitted curve at half-maximal effect; % is scaled to controls: 0 for no effect and ±100 for the full control effect; nearly all actives have a fitted effect of over 75% in size; some results filed as inactive show a strong effect at the top dose
Target sequence (P49798 whole entry, looked up): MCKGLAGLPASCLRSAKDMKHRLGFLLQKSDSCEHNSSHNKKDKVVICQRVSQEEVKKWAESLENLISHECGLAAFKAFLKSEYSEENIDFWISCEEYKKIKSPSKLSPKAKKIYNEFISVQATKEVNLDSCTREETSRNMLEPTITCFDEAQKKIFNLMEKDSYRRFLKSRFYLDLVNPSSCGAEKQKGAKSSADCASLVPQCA
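MLSMR compounds (23 nl, pin-transferred) preincubated 10 min at room temperature with a 500nM (2x) first reagent, then RGS4 at 900nM (2x) plus Transcreener GDP mix added; fluorescence polarization (620/688 nm) read before and after 90 min at 30 °C.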
PI4K2A inh = blocks human PI4K2A kinase activity | activity change, negative = inhibition, % at 76.9 µM | Q9BTU6 | AID 1346378 | purified PI4K2A, ADP-Glo luminescence, 1 h; active compounds read low | 420,000 compounds, 0.13% hits; in the data active = activity change below about -50%; inconclusive = mostly about -30% to -49%;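 also: -100% = wells without enzyme as full effect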
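ADP-Glo luminescence measured ADP generated by PI4K2A enzyme (4 ug/mL before mixing) with 1.2 mM PI substrate (pre-mix) and 300 microM ATP (pre-mix). Tris pH7.5 buffer with MgCl2, Triton X-100; 1 h reaction at ambient temperature.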
G9a block = blocks human histone lysine methyltransferase G9a | Potency, µM (titrated, usually from 102 µM), for the others: top-dose activity, negative = inhibition, most hits filed as inhibitors | 350,000 compounds, 8.8% hits | G9a H3K9 monomethylation, AlphaScreen, 2 h; also: potency is read from the fitted curve at half-maximal effect; % is scaled to controls: 0 for no effect and ±100 for the full control effect; nearly all actives have a fitted effect of over 75% in size
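Compounds were preincubated with 20 nM G9a for 15 min, after which biotinylated H3K9 peptide (500 nM) and SAM (20 uM) started a 2 h room-temperature reaction. Monomethylated product was quantified by antibody-based AlphaScreen chemiluminescence.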
12-LOX inh = ALOX12 (human) lipoxygenase inhibition. purified 12hLO, xylenol orange hydroperoxide absorbance. Potency, µM (top dose mostly 108 µM), for inactives: at the top dose activity change, negative = inhibition, usual class: inhibitors. AID 1671190. 580,000 compounds, 1.1% hits; also: potency is read from the fitted curve at half-maximal effect; % is scaled to controls: 0 for no effect and ±100 for the full control effect
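Hydroperoxide product was detected by ferrous iron/xylenol orange as the 573 to 405 nm absorbance ratio. Arachidonic acid at 40 uM (final) was turned over for 30 min at room temperature by 150 nM human 12hLO, pH 7.0 Hepes buffer, after 15 min compound preincubation.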
HP1b chromo inh = blocks HP1-beta chromodomain binding to methylated histone tails. P83916. AlphaScreen HP1-beta / biotin-H3K9me3 peptide binding. Potency, µM (top dose mostly 114 µM), without a hit: top-dose activity change, negative = inhibition, usual class: inhibitors. 390,000 compounds, 0.56% hits; also: potency is read from the fitted curve at half-maximal effect; nearly all actives have a fitted effect of over 70% in size; inactives centre near 23
Target sequence (P83916 whole entry, looked up): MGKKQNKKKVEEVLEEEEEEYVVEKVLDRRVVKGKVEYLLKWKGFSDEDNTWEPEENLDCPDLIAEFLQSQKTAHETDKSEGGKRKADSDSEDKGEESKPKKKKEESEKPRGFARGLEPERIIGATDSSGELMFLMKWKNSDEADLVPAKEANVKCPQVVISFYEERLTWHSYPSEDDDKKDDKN
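Compound inhibition of the preformed complex between 50 nM HP1-beta and 50 nM biotinylated H3K9me3 peptide was read by AlphaScreen. Buffer was PBS pH 7.4 with 0.01% Tween-20. Incubations ran 30 min at room temperature, with 10 ug/mL donor/acceptor beads.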
JMJD2A Tudor inh = blocks the human JMJD2A Tudor domain. O75164. AlphaScreen JMJD2A-Tudor / H3K4me3 peptide binding. Potency, µM (doses to about 114 µM), without a hit: at the top dose activity change, negative = inhibition, hits mostly inhibitors. 390,000 compounds, 4.4% hits. AID 504339; also: potency is read from the fitted curve at half-maximal effect; % is scaled to controls: 0 for no effect and ±100 for the full control effect; nearly all actives have a fitted effect of over 50% in size
GLS inh = inhibitors of human glutaminase (GLS) | O94925 | GLS enzymatic activity, qHTS titration | Potency, µM (series often up to 45.5 µM), inactives show top-dose activity change, negative = inhibition, actives largely listed as inhibitors | 410,000 compounds, 0.21% hits | AID 624170; also: potency is read from the fitted curve at half-maximal effect; % is scaled to controls: 0 for no effect and ±100 for the full control effect
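Human kidney-isoform GLS in 45 mM KH2PO4 pH 8.2, 0.02% Tween-20, with compound, started with 1mM L-Glutamine (added stock). Glutamate oxidase/HRP/Amplex red coupled fluorescence read at start and after 30 min at RT.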
BAZ2B block = BAZ2B (human) inhibition; 360,000 compounds, 4.4% hits; AlphaScreen BAZ2B-H3K14Ac peptide displacement; AID 504333; Potency, µM (series often up to 114 µM), without a hit: at the highest dose activity change, negative = inhibition, usual class: inhibitors; Q9UIF8; also: potency is read from the fitted curve at half-maximal effect; % is scaled to controls: 0 for no effect and ±100 for the full control effect; nearly all actives have a fitted effect of over 60% in size
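Inhibition is scored as reduced AlphaScreen emission. The BAZ2B/b-H3(5-23)K14Ac complex (50 nM each) in PBS pH 7.4, 0.01% Tween-20 meets compound (up to 110 uM) for 30 min at RT before bead addition.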
* hit, by the source's call; ? = inconclusive; · = no result given; & = joins results of further samples; [ ] = dose if it differs, or a comment. Unless noted, calls follow the shape of the dose curve; as a rule, active = well fitted curve in the direction sought with a large enough effect; inconclusive = small, poorly fitted or top-dose-only effect, or another doubt; inactive = no such curve, though single readings can be large; an effect the other way counts as inactive or inconclusive. Only part of the results is shown; count on the stated rates, not on these rows.

SMILES	ERG-DNA inh	RGS4 inhibitor	PI4K2A inh	G9a block	12-LOX inh	HP1b chromo inh	JMJD2A Tudor inh	GLS inh	BAZ2B block
CCO[C@H]1OC(C(=O)N2CCN(Cc3ccccc3)CC2)=C[C@@H](c2cn(C(C)=O)c3ccccc23)[C@@H]1CCCO	3.2%	0.9%	-2.3	-15.8%[59 µM]	?	19.7%	-23.9%	-2.8%	-31.8%
COc1ccccc1NC(=O)CSc1nnc(-c2ccoc2C)n1CC1CCCO1 (configuration not stated)	-3.2%	38.3%	8.2	4.4%	3.1%	21.4%	-15.0%	4.5%	-17.3%
CC(=O)Nc1ccccc1Nc1nc(NCCO)nc(N2CCCC2)n1	·	1.2%	0.7	·	-0.1%	34.8%	-12.8%	-4.3%	·
COC(=O)N/N=C\C=C\c1ccc2c(c1)OCO2	-8.3%	-9.0%	-11.1	19.1%[59 µM]	-10.1%	9.3%	-3.4%	8.0%	-4.5%
Cc1ccc(Cc2nc3ccccc3nc2SCC(=O)NCc2ccc(F)cc2)cc1	-1.2%	-5.8%	-3.4	4.8%[59 µM]	0.0%	22.3%[57 µM]	-2.6%	-2.5%	6.3%
CCOCCc1nn2c(=O)cc(CSCC(=O)Nc3cc(C)cc(C)c3)nc2s1	-0.4%	-10.1%[11.4 µM]	7.8	4.1%	-3.2%	45.4%[activator]	-14.5%	0.9%	-14.6%
Fc1cccc(CN2CCN3CCCC3C2C2CCCCC2)c1 (configuration not stated)	-5.5%	-25.3%	6.2	15.6%[0.501 µM]	?	-0.5%	-31.6%	15.2%	?
CC(=O)c1ccc(N2CCN(C(=O)c3ccco3)C(C)C2)c(F)c1 (configuration not stated)	-8.0%	-14.9%	0.9	0.5%[12.7 µM]	?	9.9%	-20.1%	1.5%	6.3%
COCCNC(=O)Cn1nc(C)c2ccccc2c1=O	-10.0%	-23.5%	0.1	?	-22.1%&-10.8%	54.9%[activator]	-7.2%	-0.9%	2.5%
COc1ccccc1-n1cnnc1SCC(=O)Nc1cc(C)on1	1.6%	-5.7%	0.7	8.1%[12.7 µM]	-0.4%	46.7%[activator]	-35.4%	-1.6%	-1.6%
COc1ccc(-n2c(=O)c3c(c4cc(OC)ccc4n3C)n(CC(=O)N3CCCC3)c2=O)cc1	-0.7%	27.7%	1.7	-38.1%[59 µM]	-14.0%	21.6%	-23.1%	0.7%	?
C=CCn1c(SCC(=O)N2CCc3ccccc3C2)nc2sc(CC)cc2c1=O	-6.1%	30.9%	-1.0	4.8%[59 µM]	-17.2%	4.5%	-8.0%	4.1%	-2.0%
CCCCn1c(N)c(N(CC(C)C)C(=O)c2cc(-c3ccco3)nc3ccccc23)c(=O)[nH]c1=O	0.1%	-53.9%	-3.1	-4.0%[0.501 µM]	39.8µM*	5.2%	-26.2%	7.8%	-32.3%
CCO[C@@H]1OC(C(N)=O)=C[C@H](c2coc3ccccc3c2=O)[C@H]1CCCO	-9.6%	6.8%	-4.8	?	-4.7%	41.9%[activator]	-9.2%	-1.5%	4.7%
NC(=O)Cn1cnc2c(nnn2-c2ccc(F)cc2)c1=O	7.8%	?	5.7	16.4%	27.9%	-15.0%[57 µM]	?	-21.3%	3.7%
COc1ccc(-n2ncc3c(=O)n(CC(=O)Nc4ccc(S(=O)(=O)N5CCOCC5)cc4)cnc32)cc1	11.3%	-4.0%	-6.6	-3.6%[59 µM]	8.0%	22.7%	-21.4%	-11.9%	-24.0%
O=C(Nc1ccnn1C1CCN(C(=O)c2c(F)cccc2F)CC1)C1CC1	-1.1%	14.8%	3.4	·	-1.5%	17.5%	-15.9%	4.5%	3.0%
CCOC(=O)CN(C(=O)COc1nc(-c2ccccc2)cc(C)c1C#N)c1ccccc1	17.9%	2.7%	1.7	57.6%[59 µM]	158.6%[activator]	35.2%	-9.8%	0.5%	0.1%
Clc1ccc(-n2cccc2)cn1	1.3%	5.2%	-6.0	-9.2%	6.1%	-5.9%	-27.3%	-0.9%	?
CCOC(=O)c1ccc2c(c1)N(CC(=O)N1CCCC1)C(=O)C(C)(C)O2	7.8%	6.5%	0.1	-10.7%	-1.4%	69.2%[activator]	3.8%	1.1%	10.8%
NC(=O)[C@@H]1CC2(CC(c3cccc(NC(=O)CC(c4ccccc4)c4ccccc4)c3)=NO2)CN1C(=O)[C@@H]1CCC(=O)N1 (some centres not stated)	10.1%	-12.1%	3.2	-3.8%[59 µM]	-1.5%	33.5%	-14.4%	-3.0%	-23.0%
O=C(CCCCn1c(=O)[nH]c2ccccc2c1=O)NCCC1=CCCCC1	-9.5%	-9.8%	0.5	-0.2%[59 µM]	0.0%	13.3%	-5.9%	12.1%	-1.5%
CC1=C(C(=O)Nc2cccnc2)C(c2ccccc2Cl)n2nc(-c3ccccc3)nc2N1 (configuration not stated)	-0.6%	-7.7%	-9.3	-1.5%[59 µM]	-21.0%	30.2%	-18.6%	8.8%	-11.9%
N#C/C(=C\c1ccc(F)cc1)C(=O)Nc1ccccn1	6.3%	24.1%[56.9 µM]	2.7	8.3%	106.0%[activator]	17.8%	-14.4%	34.3%	0.1%
Cn1c(SCC(=O)NNC(=O)c2ccccc2O)nnc1-c1ccccc1	8.4%	-15.9%	3.4	58.9%[activator]	?	41.7%[activator]	-6.4%	15.8%	3.7%

The list continues.
SMILES	ERG-DNA inh	RGS4 inhibitor	PI4K2A inh	G9a block	12-LOX inh	HP1b chromo inh	JMJD2A Tudor inh	GLS inh	BAZ2B block
CCN1CCN(c2ncnc3c2c(-c2ccccc2)cn3-c2ccc(F)cc2)CC1	3.7%	-14.4%	-0.4	?	5.6%	27.5%	39.8µM*	0.0%	?
COC(=O)c1ccc2nc(C)cc(Nc3ccccc3C)c2c1	0.1%	13.0%	1.3	-25.5%	-4.6%&13.8%	23.2%	-19.9%	8.2%	-3.1%
CC(C)=CCN1CCN(C/C(Cl)=C/c2ccccc2)CC1CCO (configuration not stated)	0.2%	0.4%	0.1	0.2%	16.0%	26.9%	-19.0%	-4.5%	-16.2%
COc1ccc(NC(=O)Cn2nnc(-c3ccc(CN4CCOCC4)cc3)n2)c(OC)c1	-6.3%	9.7%	-4.3	-10.9%[59 µM]	-10.5%	3.7%	-26.9%	14.4%	10.9%
CC(=O)c1ccc(N2CCN(C(=O)/C=C/c3ccc(S(=O)(=O)N4CCOCC4)cc3)CC2)cc1	4.2%	-13.4%	1.6	19.4%[12.7 µM]	1.7%	31.9%	-4.1%	12.0%	-20.2%
COc1cc(OC)c2c(-c3ccccc3)cc(C3CCCCC3)nc2c1	-11.6%	-19.8%	-11.0	·	?	94.4%[activator]	0.0%	-0.6%	·
O=C(Nc1ccc(Cl)cc1[N+](=O)[O-])c1ccc2c(c1)OCCO2	-4.3%	36.0%	0.7	·	·	22.9%	-10.3%	4.5%	4.9%
Nc1nc(CN2CCN(c3ccccn3)CC2)nc(Nc2ccc(F)cc2)n1	7.6%	29.7%	9.5	?	0.0%	22.2%	50.1µM*	-4.7%	50.1µM*
O=C(N/C(=C/c1cccc([N+](=O)[O-])c1)C(=O)N1CCCCCC1)c1cccs1	0.6%	1.8%	-0.8	?	-9.4%	2.2%	?	10.0%	-10.8%
O=C(CSc1ccccc1)Nc1cccc(NC(=O)c2ccco2)c1	·	11.7%	-4.0	30.2%[0.501 µM]	-22.5%[57.4 µM]	5.8%	-24.5%	2.5%	-34.0%
OCC12COC(c3ccccc3)N1C(c1ccccc1)OC2 (configuration not stated)	-6.9%	1.1%	-10.1	0.7%	-2.2%	22.3%	-8.4%	7.8%	0.3%
Cc1cc(=O)oc2ccc(OC(=O)c3cccc(S(=O)(=O)N4CCOCC4)c3)cc12	-5.7%	-12.9%	12.7	0.5%[59 µM]	16.3%	26.3%	1.0%	0.3%	-4.8%
Cc1ccccc1CSCC(=O)Nc1ccccc1-c1ccccc1	3.8%	-20.6%	-0.1	131.2%[activator][59 µM]	8.0%	169.0%[activator]	54.3%[activator]	0.0%	70.1%[activator]
Cc1nn(C)cc1C(C(=O)NC1CCCCC1)N(C(=O)Cn1nnc2ccccc21)c1ccc(F)cc1 (configuration not stated)	·	20.4%	2.5	-47.4%	16.9%	19.9%	-15.7%	3.9%	10.4%
CCCCNC(=O)c1ccc(N2CCOCC2)c(NS(=O)(=O)c2ccc(OC)cc2)c1	-3.2%	20.0%	2.2	?	-24.7%	13.8%	-12.6%	18.9%	10.7%
CCC(CC)C(=O)N1CCN(c2cccc(C)c2C)CC1	1.5%	11.9%	-7.1	-9.4%[59 µM]	-19.8%	22.4%	8.9%	11.9%	-21.9%

Sorted by length of the SMILES (descending): three of the compounds above.
SMILES	ERG-DNA inh	RGS4 inhibitor	PI4K2A inh	G9a block	12-LOX inh	HP1b chromo inh	JMJD2A Tudor inh	GLS inh	BAZ2B block
COc1cc(OC)c2c(-c3ccccc3)cc(C3CCCCC3)nc2c1	-11.6%	-19.8%	-11.0	·	?	94.4%[activator]	0.0%	-0.6%	·
O=C(CSc1ccccc1)Nc1cccc(NC(=O)c2ccco2)c1	·	11.7%	-4.0	30.2%[0.501 µM]	-22.5%[57.4 µM]	5.8%	-24.5%	2.5%	-34.0%
Cc1ccccc1CSCC(=O)Nc1ccccc1-c1ccccc1	3.8%	-20.6%	-0.1	131.2%[activator][59 µM]	8.0%	169.0%[activator]	54.3%[activator]	0.0%	70.1%[activator]
